Assay outcomes: PubChem, Broad Institute
miR-122 sensor – inhibitors of miR-122 in Huh7 cells | 340,000 compounds, 0.3% hits | AID 602342 | Huh7 miR-122 Renilla luciferase sensor, 48 h; neutral wells = 0, positive control = 100 | activation (reporter increase), % at 12.5 µM;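 active = mean replicate activation score at least 90 and every replicate individually at or above 90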;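 note: higher luciferase means less miR-122 activity so hits act as miR-122 inhibitors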
Cneo AK release – causes C. neoformans cell lysis. AID 651654. 360,000 compounds, 0.2% hits. adenylate kinase release luminescence, 4 h; normalised: neutral wells 0, clomiphene wells 100. lysis activity, % at 15 µM;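 active = mean lysis activity across replicates of at least 80%, whatever share of replicates individually reach that level; inactive = mean lysis activity below 80%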
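read-out = cell lysis signal | test system = log-phase Cryptococcus neoformans yeast cells | input = cells at 5 × 10^6 per mL | medium = fresh YPD growth medium | signal = luminescent adenylate kinase detection reagent | timing = 4 h at 37 °C static, read 1 h later | dosing = single dose | controls = Clomiphene as positive lysis control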
ARNT-TACC3 inh – disruptors of human ARNT/TACC3 interaction; Q9Y6A5; AlphaScreen His-ARNT PAS-B/GST-TACC3 binding, luminescence; TACC3 fragment carries E629A point mutation; inhibition, % at 9.99 µM; 390,000 compounds, 0.66% hits; AID 623870;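 active = mean inhibition of replicates at least 50% and at least half of replicates each reaching 50%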;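 note: 0% = complete ARNT plus TACC3 wells and 100% = ARNT alone without TACC3; many hits fall short of the cut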
C2C12 statin – suppression of simvastatin myotoxicity; C2C12 myotubes + simvastatin, ATP luminescence, 48 h; scaled: DMSO 0, geranylgeraniol control 100; 330,000 compounds, 0.78% hits; rescue of ATP level, % at 7.49 µM;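 active = mean ATP rescue above about 67%, or every replicate alone reaching that limit, limit read from the data, passing the limit was not always enough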;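 note: myotubes were challenged with 10 µM simvastatin during compound exposure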
esBAF inh – blocks esBAF chromatin remodeling in mouse ES cells; Bmi1-luciferase knock-in reporter, 24 h; 100% = twice the neutral-well signal; reporter increase, % at 12.5 µM; 350,000 compounds, 2% hits; AID 602393; in the data active = activation above about 40%;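 note: 0% = median of the plate's neutral control wells and 100% = double that signal; a rise in the Bmi1 reporter signal indicates esBAF inhibition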
ERp5 block – inhibitors of human ERp5. Q15084. inhibition, % at 9.99 µM. ERp5 insulin aggregation, absorbance 650 nm, 90 min. 350,000 compounds, 0.05% hits. AID 651711;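 active = mean replicate inhibition above about 25%, with every replicate also reaching it, limit read from the data, passing the limit was not always enough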
Target sequence (Q15084 whole entry, looked up): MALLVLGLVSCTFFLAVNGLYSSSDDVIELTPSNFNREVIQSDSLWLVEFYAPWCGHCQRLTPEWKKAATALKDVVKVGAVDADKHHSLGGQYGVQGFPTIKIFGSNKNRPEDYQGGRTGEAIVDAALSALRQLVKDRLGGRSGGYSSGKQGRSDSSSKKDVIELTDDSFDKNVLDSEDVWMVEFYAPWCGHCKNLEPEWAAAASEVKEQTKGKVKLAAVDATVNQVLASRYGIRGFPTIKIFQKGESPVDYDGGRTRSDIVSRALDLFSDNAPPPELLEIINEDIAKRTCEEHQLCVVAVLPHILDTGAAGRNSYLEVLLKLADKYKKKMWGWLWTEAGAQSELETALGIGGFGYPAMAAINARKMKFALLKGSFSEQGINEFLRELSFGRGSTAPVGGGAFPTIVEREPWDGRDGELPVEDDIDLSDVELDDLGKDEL
SIRT5 block – sirtuin-5 (human) deacylase inhibition. AID 652115. Q9NXA8. 330,000 compounds, 1.1% hits. inhibition, % at 15 µM. Purified SirT5, succinyl-peptide AMC, trypsin-coupled fluorescence; in the data active = inhibition above about 15%
Target sequence (Q9NXA8 whole entry, looked up): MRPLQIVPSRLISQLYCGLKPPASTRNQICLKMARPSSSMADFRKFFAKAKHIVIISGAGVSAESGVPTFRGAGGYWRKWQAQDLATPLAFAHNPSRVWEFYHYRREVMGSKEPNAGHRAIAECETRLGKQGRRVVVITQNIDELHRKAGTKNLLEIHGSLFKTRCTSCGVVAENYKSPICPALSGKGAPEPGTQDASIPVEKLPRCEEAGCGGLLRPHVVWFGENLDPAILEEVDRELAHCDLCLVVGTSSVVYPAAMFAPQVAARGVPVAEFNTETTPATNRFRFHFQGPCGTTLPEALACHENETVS
* = called active by the depositor; nt = no result given; & = joins results of further samples; [ ] = another dose, or the depositor's remark.

Compound	esBAF inh	C2C12 statin	ERp5 block	miR-122 sensor	Cneo AK release	SIRT5 block	ARNT-TACC3 inh
Cc1ccc(NC(=O)CCc2c(C)nc3ncnn3c2C)nc1	-1	-7	nt	-20	0	nt	-7
O=C(NC1CCCC1)N1CCCCN2[C@H](CO)[C@@H](c3ccc(-c4ccccc4)cc3)[C@H]2C1	nt	nt	-8	10[16.7 µM]	-1	1	-5
CCc1cccc(CC)c1NC(=O)COC(=O)/C(C#N)=C/c1ccc(OC)cc1	nt	nt	-4	nt	nt	3	-4
CCOCCCn1c(=S)[nH]c2cc(C(=O)N3CCN(C4CCCCC4)CC3)ccc2c1=O	-2	15	1	-1	-2	1	6
C#CCOCCOCCOCCNc1nc(N2CCN(C(=O)Cn3cc(CCCN=C(N)N)nn3)CC2)nc(N2CCN(C(=O)Cn3cc(CC(C)O)nn3)CC2)n1 (stereo not drawn)	-4	8	nt	10	1	nt	0
Cn1c(=O)[nH]c(=O)c2c1nc(N)n2Cc1ccccc1	3	7	3	-8	0	-2	-13
Cc1oc(-c2ccc(Cl)cc2)nc1CS(=O)CC(=O)NCc1ccco1 (stereo not drawn)	4	0	-1	-7	0	0	0
CCCC#Cc1ccc([C@H]2[C@@H](CO)N3CCCCN(S(=O)(=O)CC)C[C@H]23)cc1	nt	nt	0	1[16.7 µM]	1	-4	11
O=C(C[C@H]1C=C[C@H](NC(=O)C2CCOCC2)[C@@H](CO)O1)NCC1CCCCC1	0	2	-1	nt	0	-3	1
COc1cccc(/C=N/NC(=O)c2nc(-c3ccccc3)cc(-c3ccccc3)n2)c1	19	14	nt	2	1	nt	-8
C[C@H](CO)N1C[C@H](C)[C@H](CN(C)S(C)(=O)=O)Oc2ncc(C#CC3(O)CCCC3)cc2C1=O	-2	nt	2	4[16.7 µM]	-8	2	-6
C[C@H]1CN([C@@H](C)CO)C(=O)c2cc(NC(=O)Nc3ccc4c(c3)OCO4)ccc2O[C@@H]1CN(C)Cc1ccc(C(F)(F)F)cc1	-4	nt	-4	3[16.7 µM]	-5	3	4
CC(=O)NCCNC(=O)Cn1nnc(-c2ccccc2)c1COc1ccc2ccccc2c1	-1	-4	-4	12	0	nt	nt
COc1ccc(NC(=O)Nc2ccc3c(c2)C(=O)N([C@H](C)CO)C[C@@H](C)[C@@H](CN(C)Cc2ccccc2)O3)cc1	3	-24	-2	-3[16.7 µM]	0	9	4
COCCNS(=O)(=O)c1ccc(SC)cc1	3	32	0	8	-6	-7	-2
O=C(Cc1cccs1)N1CCN(S(=O)(=O)c2ccccc2)CC1	nt	nt	nt	-1	-1	nt	-4
COc1cc(NC(=O)C2CC(c3c(F)cccc3Cl)=NO2)c(OC)cc1Cl (stereo not drawn)	-4	3	-7	5	3	-2	4
O=C(c1ccc(F)cc1)N1CCCCN2[C@H](CO)[C@@H](c3ccc(/C=C/c4ccccc4)cc3)[C@H]2C1	0	-17	nt	11[16.7 µM]	1	nt	5
CCOc1ccc(CCN2C(=S)N([C@@H](CC(C)C)CN3CCCC3CN3C(=S)NC[C@@H]3CC(C)C)C[C@@H]2CC(C)C)cc1 (stereo partly drawn)	-2	2	-1	-5	7	0	-4
O=[N+]([O-])c1ccc(-c2nc(C(Cl)Cl)c3ccccc3n2)cc1	nt	nt	5	-17	-4	nt	-3

3 entries picked at random from those above, as already listed:
Compound	esBAF inh	C2C12 statin	ERp5 block	miR-122 sensor	Cneo AK release	SIRT5 block	ARNT-TACC3 inh
O=C(Cc1cccs1)N1CCN(S(=O)(=O)c2ccccc2)CC1	nt	nt	nt	-1	-1	nt	-4
COc1cc(NC(=O)C2CC(c3c(F)cccc3Cl)=NO2)c(OC)cc1Cl (stereo not drawn)	-4	3	-7	5	3	-2	4
COc1ccc(NC(=O)Nc2ccc3c(c2)C(=O)N([C@H](C)CO)C[C@@H](C)[C@@H](CN(C)Cc2ccccc2)O3)cc1	3	-24	-2	-3[16.7 µM]	0	9	4

The listing continues:
Compound	esBAF inh	C2C12 statin	ERp5 block	miR-122 sensor	Cneo AK release	SIRT5 block	ARNT-TACC3 inh
CCNC(=O)Cn1cc(C#N)c2ccccc21	8	93*	nt	4	-2	nt	-4
COc1cccc(C(=O)C[n+]2cccc3cc(OC)ccc32)c1	31	-35	8	-7	-2	2	-8
COC(=O)C1=C(O)/C(=C\c2ccc(CNS(=O)(=O)c3ccc(Cl)cc3)o2)N=C1C	nt	nt	3	nt	nt	2	26
C=CCn1c(SCc2cccc(C#N)c2)nnc1-c1ccccc1O	0	-13	-4	8	2	-1	nt
Cc1ccc(NC(=O)c2ncn(CCCNCC(C)c3ccccc3)n2)cc1C (stereo not drawn)	-1	-10	1	-11	4	-3	1
COc1ccc(NC(=O)CSc2nnc(Cn3c(=O)sc4ccccc43)n2C)cc1	1	0	-3	-3	-4	nt	nt
Cc1cc(C)nc(NC(=O)CSc2nccc(C)n2)n1	nt	nt	-7	3	2	-1	-10
CCOC(=O)c1c(NC(=O)C2=COCCO2)sc2c1CCN(C(=O)OC)C2	8	-21	-1	-6	8	-2	2
CCC(=O)N1C[C@H](C)[C@H](OC)CN(C)C(=O)c2cc(NS(C)(=O)=O)ccc2OC[C@H]1C	1	10	0	1[16.7 µM]	4	-2	-5
C[C@@H]1CN([C@@H](C)CO)C(=O)CCCn2nncc2CO[C@H]1CN(C)CC1CCCCC1	-4&-1	2&8	-1&5	2&0[16.7 µM]	-1	-4&0	-4

Part of the list above, showing only ERp5 block, Cneo AK release and esBAF inh.
smiles	ERp5 block	Cneo AK release	esBAF inh
Cc1ccc(NC(=O)c2ncn(CCCNCC(C)c3ccccc3)n2)cc1C (stereo not drawn)	1	4	-1
Cc1cc(C)nc(NC(=O)CSc2nccc(C)n2)n1	-7	2	nt
COC(=O)C1=C(O)/C(=C\c2ccc(CNS(=O)(=O)c3ccc(Cl)cc3)o2)N=C1C	3	nt	nt
COc1ccc(NC(=O)CSc2nnc(Cn3c(=O)sc4ccccc43)n2C)cc1	-3	-4	1
C[C@@H]1CN([C@@H](C)CO)C(=O)CCCn2nncc2CO[C@H]1CN(C)CC1CCCCC1	-1&5	-1	-4&-1

New compounds follow:
Compound	esBAF inh	C2C12 statin	ERp5 block	miR-122 sensor	Cneo AK release	SIRT5 block	ARNT-TACC3 inh
CCn1cc(C(=O)NCc2ccco2)c(=O)c2cc(S(=O)(=O)N3CCCC3)ccc21	nt	nt	-2	nt	nt	3	-3
CCOC(=O)C1=C(C)NC(=O)NC1c1ccc(-c2ccc(F)cc2)o1 (stereo not drawn)	nt	nt	2	nt	nt	-3	-9
CC(C)NC(=O)N1CCCCN2[C@H](CO)[C@@H](c3ccc(C#C[C@@H](C)O)cc3)[C@@H]2C1	nt	nt	-1	0[16.7 µM]	49	1	-4
COc1cc(C)ccc1OCc1cc(C(=O)N2C[C@H]3CC[C@H]2C3)no1	13	1	-2	9	-2	0	-3
O=[N+]([O-])c1cc(C(F)(F)F)ccc1NC1CCN(Cc2ccccc2)C1 (stereo not drawn)	-5	-7	5	7	-6	-2	20
S=c1nc(C2CCCCC2)[nH]c2ccccc12	nt	nt	1	nt	nt	-5	-5
O=C(CCCCC(=O)Nc1ccc(F)cc1)Nc1ccc(F)cc1	-9	9	3	nt	1	2	-4
Cc1nc2ncnn2c(N2CCC(C(=O)NC3CCCC3)CC2)c1Cc1ccccc1	1	-2	2	0	0	3	-1
COc1ccc(CN(C)C[C@H]2OCCCC[C@H](C)Oc3ccc(NC(=O)c4ccccc4)cc3C(=O)N([C@H](C)CO)C[C@H]2C)cc1	2	nt	2	-8[16.7 µM]	-3	3	6
O=C(c1cccc(S(=O)(=O)N2CCOCC2)c1)N(Cc1nnc(-c2ccccc2Cl)o1)C1CC1	5	7	-10	-2	-1	0	-2

Taken from above:
S=c1nc(C2CCCCC2)[nH]c2ccccc12 in ARNT-TACC3 inh: -5
COc1ccc(CN(C)C[C@H]2OCCCC[C@H](C)Oc3ccc(NC(=O)c4ccccc4)cc3C(=O)N([C@H](C)CO)C[C@H]2C)cc1 in ARNT-TACC3 inh: 6
Cc1nc2ncnn2c(N2CCC(C(=O)NC3CCCC3)CC2)c1Cc1ccccc1 in C2C12 statin: -2
O=C(c1cccc(S(=O)(=O)N2CCOCC2)c1)N(Cc1nnc(-c2ccccc2Cl)o1)C1CC1 in miR-122 sensor: -2

(list continues)
Compound	esBAF inh	C2C12 statin	ERp5 block	miR-122 sensor	Cneo AK release	SIRT5 block	ARNT-TACC3 inh
Cc1ccc(C(=O)NNC(=O)CSc2nnc(-c3ccncc3)n2C)cc1	-8	38	nt	-7	0	nt	-10
Cc1cc2cc3c(cc2nc1SCC(=O)Nc1nc(C)c(C)s1)OCO3	-7	-8	nt	-7	0	nt	0
CC(OC(=O)Cn1cnc2c1c(=O)n(C)c(=O)n2C)C(=O)c1ccccc1 (stereo not drawn)	-5	-19	2	-1	6	-6	-3
CS(=O)(=O)N1C[C@@H](O)COC[C@@H]2O[C@H](CC(=O)NCc3ccccc3)CC[C@H]21	-1	-23	nt	2[16.7 µM]	-3	nt	21
O=[N+]([O-])c1ccc(-c2nnc(-c3ccccc3)c(N3CCOCC3)n2)cc1	2	5	nt	4	1	nt	-3
O=C(COC(=O)COc1cccc(F)c1)NCC1CCCCC1	-8	9	2	-7	1	0	nt
O=C(COc1ccc(S(=O)(=O)N2CCOCC2)cc1Cl)N1CCCC1	5	-2	2	1	2	0	-5
O=C(Nc1cc(F)ccc1F)N[C@@H]1CC[C@H](CCn2cc(C3CC3)nn2)O[C@H]1CO	-4	1	-1	-5[16.7 µM]	-7	1	-2
CSc1nc(-c2ccccc2)nc(SC)c1C(C)=O	0	-25	nt	2	-1	nt	-5
C#CCOc1ccc(/C=N/NC(=O)c2cccnc2)cc1OCC	1	3	3	1	0	3	16

Compound profiles (already shown).
O=[N+]([O-])c1ccc(-c2nnc(-c3ccccc3)c(N3CCOCC3)n2)cc1 across the screens: esBAF inh: 2; C2C12 statin: 5; ERp5 block: nt; miR-122 sensor: 4; Cneo AK release: 1; SIRT5 block: nt; ARNT-TACC3 inh: -3
C=CCn1c(SCc2cccc(C#N)c2)nnc1-c1ccccc1O across the screens: esBAF inh: 0; C2C12 statin: -13; ERp5 block: -4; miR-122 sensor: 8; Cneo AK release: 2; SIRT5 block: -1; ARNT-TACC3 inh: nt

Next compounds.
Compound	esBAF inh	C2C12 statin	ERp5 block	miR-122 sensor	Cneo AK release	SIRT5 block	ARNT-TACC3 inh
CCCn1c(CCNC(=O)c2ccco2)nc2ccccc21	6	-1	1	nt	5	0	-2
COCCCN=CC1=C(O)CC(c2ccccc2)CC1=O (stereo not drawn)	8	-18	0	-4	0	-4	3
C[C@H]1CCCCO[C@H](CN(C)C(=O)Nc2ccc(C(F)(F)F)cc2)[C@@H](C)CN([C@@H](C)CO)C(=O)c2cc(NC(=O)Nc3cccc4ccccc34)ccc2O1	9	-16	-7	-4[16.7 µM]	-1	-2	-6
C[C@H](CO)N1C[C@H](C)[C@@H](CN(C)C(=O)CC2CC2)Oc2cc(C#CC3CC3)ccc2S1(=O)=O	-1	9	-2	34[16.7 µM]	-2	2	15
CCCCCCSc1cc(-c2nc3cc(C)ccn3c2NC2CCCCC2)ccc1OC	-3	18	3	11	1	nt	1
Nc1cccc(Oc2ccc3c(c2)C(=O)NC3=O)c1	9	3	-2	-4	0	0	-19
CCN(CC)S(=O)(=O)c1ccc2oc(SCC(=O)NCc3ccccc3)nc2c1	1	-4	nt	7	-1	nt	-6
Cc1ccc(S(=O)(=O)N(C)C[C@@H]2OCc3ccccc3-c3c(n(C)c4ccccc34)C(=O)N([C@H](C)CO)C[C@H]2C)cc1	1	-1	1	nt	-1	9	1

The order is random; overall some 4% were active at least once.
